CHX counter: counter-screen for Shiga toxin inhibitors: cycloheximide protein synthesis inhibition; max response, %; cell reporter, cycloheximide protein synthesis inhibition counterscreen; actives 12% (n = 300,000); in the data active = max response mostly above about 13%, no sharp cut-off; inactive = mostly below about 14%; also: read at 38.3 µM for the half of the compounds with a filed dose; 0% is about no effect
Pf growth 96h: P. falciparum growth inhibition at 96 hours; actives 6.9% (n = 320,000); Potency, µM (doses to about 28.7 µM), without a hit: at the highest dose activity change, negative = inhibition, usual class: inhibitors; P. falciparum luciferase reporter growth, 96 h; also: potency is read from the fitted curve at half-maximal effect; % is scaled to controls: 0 for no effect and ±100 for the full control effect
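Compounds incubated with erythrocytes infected by luciferase-expressing P. falciparum (2% hematocrit, 0.05% parasitemia final) for 96 hours, 37 C in 5% CO2. Growth inhibition scored as decreased luciferase luminescence.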
Pf growth 48h: P. falciparum growth inhibition at 48 hours (one generation). actives 5.9% (n = 310,000). AID 504832. P. falciparum luciferase growth in erythrocytes, 48 h. Potency, µM (top dose mostly 28.7 µM), for inactives: at the top dose activity change, negative = inhibition, most hits filed as inhibitors; also: potency is read from the fitted curve at half-maximal effect; % is scaled to controls: 0 for no effect and ±100 for the full control effect
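Read-out is firefly luciferase luminescence from an integrated reporter in P. falciparum, so falling signal marks reduced parasite growth. Infected erythrocytes were at 2% hematocrit and 0.1% parasitemia (final) in Albumax-supplemented RPMI 1640.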
Giardia FBPA inh: inhibitors of Giardia lamblia fructose-1,6-bisphosphate aldolase; A8B2U2; purified Giardia FBPA; Potency, µM (highest dose often 59.6 µM), without a hit: top-dose activity, negative = inhibition, most hits filed as inhibitors; actives 0.71% (n = 290,000); AID 2451; also: potency is read from the fitted curve at half-maximal effect; % is scaled to controls: 0 for no effect and ±100 for the full control effect; nearly all actives have a fitted effect of over 55% in size
Target sequence (A8B2U2 whole entry, looked up): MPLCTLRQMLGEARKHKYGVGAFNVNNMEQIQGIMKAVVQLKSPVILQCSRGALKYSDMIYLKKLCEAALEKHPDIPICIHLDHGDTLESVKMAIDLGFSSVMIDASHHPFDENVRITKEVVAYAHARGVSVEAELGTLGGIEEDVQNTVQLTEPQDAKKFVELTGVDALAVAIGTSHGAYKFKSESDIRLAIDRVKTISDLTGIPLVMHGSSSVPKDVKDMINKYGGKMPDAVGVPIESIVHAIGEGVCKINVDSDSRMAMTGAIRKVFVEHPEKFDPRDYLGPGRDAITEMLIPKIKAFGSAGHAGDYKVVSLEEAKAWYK
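Giardia FBPA (40 nM reagent) was preincubated 10 min at RT with compound (up to 57.5 uM final), then substrate plus GAPDH/TPI/NAD/arsenate coupling system with diaphorase/resazurin was added; resorufin fluorescence (525/598 nm) was read after 20 min.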
Shiga toxin inh: inhibitors of Shiga toxin in Vero cells; Vero cells, Shiga toxin protein synthesis inhibition reporter; inhibition, % at 38.7 µM; actives 9.2% (n = 290,000); AID 2315; in the data active = inhibition mostly above about 28%, no sharp cut-off; inactive = mostly below about 43%; also: 0% is about no effect
HCV inhibitor: inhibitors of hepatitis C virus infection; Potency, µM (titrated, usually from 41.8 µM), inactives show top-dose activity change, negative = inhibition, actives largely listed as inhibitors; actives 3.4% (n = 340,000); Huh7.5.1 HCVcc-Cre infection, luciferase reporter, 44 h; also: potency is read from the fitted curve at half-maximal effect; % is scaled to controls: 0 for no effect and ±100 for the full control effect
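Antiviral activity was scored by luciferase reporter output from cells infected with HCVcc-Cre (~0.5 moi) in presence of compound, 44 h infection period, cells seeded 1,000/well 4 h prior.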
* = called active by the depositor; u = inconclusive; x = not tested or not shown; [ ] = another dose, or the depositor's remark. Unless noted, calls follow the shape of the dose curve; as a rule, active = well fitted curve in the direction sought with a large enough effect; inconclusive = small, poorly fitted or top-dose-only effect, or another doubt; inactive = no such curve, though single readings can be large; an effect the other way counts as inactive or inconclusive. Compounds were not picked by outcome; 24% or so of the library scored in one or more.

Results follow in this order: CHX counter	Pf growth 96h	Pf growth 48h	Giardia FBPA inh	Shiga toxin inh	HCV inhibitor
NC(=O)c1ccc[n+](CC(=O)c2ccccc2)c1
  2	-2%	53%[activator]	-8%	2	0.56µM*
CC(=O)Oc1ccc(N2C(=O)C3C(C2=O)C(C(=O)c2ccc(Cl)cc2)N2CCCC32)cc1 (stereo unspecified)
  29*	0%	-59%	17%	6	-26%
O=C(c1ccc(-c2ccccc2)cc1)c1ccccc1C(=O)N1CCOCC1
  14	x	20%	7%	-16	-5%
Cc1nnc(NNS(=O)(=O)c2ccc(Cl)cc2)[nH]c1=O
  -1	41%[activator]	0%	u	-2	14%
O=C(Nc1ccc2c(c1)OCO2)C1CCN(C(=O)c2cccs2)CC1
  7	u	-3%	3%	19	10%
O=C(C[n+]1ccc(C(=O)NCc2ccccc2)cc1)c1ccc(Cl)cc1
  1	35%[activator]	u	x	-11	8%
CCCCOc1cccc(C2C(C(=O)c3cccs3)=C(O)C(=O)N2Cc2cccnc2)c1 (stereo unspecified)
  1	10%	3%	12%	27	13%
CNC(=O)c1cc2cc(OC)ccc2oc1=N
  5	74%[activator]	-1%	u	13	6%
Cc1nn(CC(=O)NCCN2CCOCC2)c(C)c1[N+](=O)[O-]
  -5	-4%	u	3%	15	17%
Cc1csc(SCC(=O)NCc2ccccc2)n1
  -1	12%	7%	-1%	-5	2%
CC12CCC(=O)N1C(C(=O)N1CCN(S(=O)(=O)c3cccc(Cl)c3)CC1)CS2 (stereo unspecified)
  x	-3%	u	x	x	17%
Cc1cccc(C(=O)NCC(=O)Nc2ccc(S(=O)(=O)Nc3nc(C)cc(C)n3)cc2)c1
  10	u	-20%	7%	-4	21%
Cc1sc2nc(SC3CCOC3=O)n(Cc3ccccc3)c(=O)c2c1C (stereo unspecified)
  0	33%[activator]	10%	-2%	-2	5%
Cc1nn(-c2ccc(N3CCCCC3)nn2)c(C)c1CCC(=O)Nc1ccc(F)c(F)c1
  60*	-29%	61%[activator]	4%	103*	u
CC(C)C(C(=O)OCC(=O)c1ccccc1)N1C(=O)C2C3C=CC(C3)C2C1=O (stereo unspecified)
  -2	12%	9%	6%	38	-5%
Cc1nnc(SCC(=O)c2c(N)n(C)c(=O)n(C)c2=O)[nH]c1=O
  -4	u	7%	-18%	-7	14%
c1ccc(CSc2ccc(-c3cccnc3)nn2)nc1
  21*	28%	37%[activator]	-4%	50*	3%
Cc1ccccc1C1CCCN(Cc2nc(CC3CC3)no2)C1 (stereo unspecified)
  -5	-27%	u	3%	29	3%
Cc1cccc(C(=O)OC(C)C(=O)Nc2ccc(S(=O)(=O)Nc3ncccn3)cc2)c1C (stereo unspecified)
  x	3%	-2%	x	x	1%
COc1ccc(CNC(=O)c2ccc(Cn3nc(C)cc3C)o2)cc1
  -1	1.5µM*	3%	0%	-6	1%
Nc1c(C(=O)Nc2ccccc2)sc2nc3c(c(-c4ccco4)c12)CCCC3
  3	u	u	-3%	14	u
COC(=O)c1ccc(OC(=O)c2ccncc2)cc1O
  -2	-4%	25%	-3%	18	10%
CCCc1nnc2c(N(C)S(=O)(=O)c3ccccc3)nc3ccccc3n12
  -3	-12%	2%	1%	-11	-2%
CCOc1cc(NC(=S)NCC2CCCO2)c(OCC)cc1NC(=O)C1CC1 (stereo unspecified)
  3	2%	-7%	-14%	-2	-12%
O=C(COC(=O)C(O)C(O)C(=O)OCC(=O)c1ccc(C(F)(F)F)cc1)c1ccc(C(F)(F)F)cc1 (stereo unspecified)
  6	23%	3%	2%	-2	3%
Cc1c(Br)cc(C(=O)NCc2ccco2)c(C)c1C
  -2	x	12%	1%	8	-13%
Cc1ccc(NC(=O)COC(=O)c2ccc(Cl)nc2)cc1S(=O)(=O)N1CCCCC1
  x	-15%	u	x	x	3%
COCCn1c(=NC(=O)c2sc3ccccc3c2Cl)sc2cc(S(N)(=O)=O)ccc21
  0	-13%	2%	3%	0	u
COc1ccc(CCNC(=O)C2(C)CCC(=O)N2CCC(C)C)cc1OC (stereo unspecified)
  2	-28%	7%	-2%	-6	-3%
COc1ccc(-c2cc(CCCC(=O)N3CCN(c4ccc(OC)cc4)CC3)no2)cc1
  -3	u	x	2%	-13	11µM*

Five entries drawn at random from the list so far:
Results follow in this order: CHX counter	Pf growth 96h	Pf growth 48h	Giardia FBPA inh	Shiga toxin inh	HCV inhibitor
O=C(C[n+]1ccc(C(=O)NCc2ccccc2)cc1)c1ccc(Cl)cc1
  1	35%[activator]	u	x	-11	8%
c1ccc(CSc2ccc(-c3cccnc3)nn2)nc1
  21*	28%	37%[activator]	-4%	50*	3%
O=C(COC(=O)C(O)C(O)C(=O)OCC(=O)c1ccc(C(F)(F)F)cc1)c1ccc(C(F)(F)F)cc1 (stereo unspecified)
  6	23%	3%	2%	-2	3%
Cc1nnc(SCC(=O)c2c(N)n(C)c(=O)n(C)c2=O)[nH]c1=O
  -4	u	7%	-18%	-7	14%
CC(C)C(C(=O)OCC(=O)c1ccccc1)N1C(=O)C2C3C=CC(C3)C2C1=O (stereo unspecified)
  -2	12%	9%	6%	38	-5%

Other structures
Results follow in this order: CHX counter	Pf growth 96h	Pf growth 48h	Giardia FBPA inh	Shiga toxin inh	HCV inhibitor
O=C(Nc1ccc2c(c1)OCCO2)c1ccc(Br)s1
  55*	10%	226%[activator]	-20%	40*	u
CN(CC(=O)Nn1cnnc1)S(=O)(=O)c1ccccc1
  -2	x	-16%	-5%	13	19%
O=C(CC(=O)Nc1cccc(F)c1)Nc1cccc(F)c1
  -2	0%	u	8%	17	4%
Cc1cc(C)nc(SCc2ccc([N+](=O)[O-])cc2)n1
  0	26%	-21%	-7%	9	17%
CCn1cc(CN2CCC(n3nccc3NC(=O)c3ccc(OC)cc3)CC2)cn1
  -6	13%	-19%	3%	-9	18%
Nc1nc(Sc2ccc([N+](=O)[O-])cc2[N+](=O)[O-])n[nH]1
  2	u	u	0%	6	16%
O=C1CSC(c2ccccc2O)N1Cc1ccccc1 (stereo unspecified)
  -2	u	u	0%	-13	-4%
Cc1onc(NC(=O)c2ccc(Cl)cc2Cl)c1Br
  42*	132%[activator]	150%[activator]	-1%	72*	-8%
CC(=O)Oc1ccc(C(=O)[C@H]2[C@H]3C(=O)N(c4ccc(C)cc4C)C(=O)[C@H]3[C@@H]3C=CC=NN32)cc1
  -2	-29%	u	u	10	-10%
Cc1c(C(c2ccccc2)c2c(C)n(C)n(-c3ccccc3)c2=O)c(=O)n(-c2ccccc2)n1C
  -1	u	17%	1%	-5	-5%
CCOC(=O)CC(NCc1ccc(OC)c(OCC)c1)c1ccc(C)cc1 (stereo unspecified)
  8	u	4%	3%	-4	u
CCOc1nc2cnccc2n(CC(=O)Nc2ccc(C)c(C)c2)c1=O
  -10	u	-6%	x	17	u
CN(CCc1ccccn1)C(=O)c1ccc(OC(F)(F)F)cc1
  18	88%[activator]	74%[activator]	7%	26	-8%
O=C(O)CCc1ccc(-c2ccccc2)n1Cc1ccco1
  -4	u	x	-1%	-9	-3%
CCC(=O)Nc1nnc(SCc2ccccc2F)s1
  15	-5%	36%[activator]	3%	79*	1%
O=C(NCCOc1ccccc1)c1cc([N+](=O)[O-])ccc1N1CCOCC1
  x	u	u	x	x	u
c1ccc(COc2ccc(CNn3cnnc3)cc2)cc1
  26*	13%	51%[activator]	-4%	65*	7%
CCCCOc1ccc(CSCCNC(=S)Nc2ccccc2)cc1
  -3	87%[activator]	u	-5%	18	u
COc1ccc(/C=N/NC(=O)c2c(-c3ccccc3)noc2C)cc1[N+](=O)[O-]
  -2	-20%	2%	x	-8	u
Cc1ccc(S(=O)(=O)c2nc(-c3ccco3)oc2NCC2CCCO2)cc1 (stereo unspecified)
  6	u	-20%	-29%	16	4%
COc1ccc(N2CCN(C(=O)CS(=O)Cc3nc(-c4ccc(OC)c(OC)c4)oc3C)CC2)cc1 (stereo unspecified)
  2	-14%	u	x	-4	u
Cc1cc(Cl)ccc1OCCCC(=O)NC1CCN(C)CC1
  -3	-3%	u	-4%	-18	u
C=CCOC(=O)C1=C(C)NC(SCC(=O)OCC)=C(C#N)C1c1ccc(C)cc1 (stereo unspecified)
  -3	41%[activator]	4%	x	-4	-7%
N#Cc1cccc(S(=O)(=O)NCCOc2ccccc2F)c1
  x	16%	8%	x	x	9%
Cc1cccc(NC(=O)CSc2nnc(-c3ccco3)c(-c3ccco3)n2)c1C
  2	-7%	-28%	u	-5	-30%
Cc1cc(=O)[nH]c(-c2cccnc2)n1
  -4	0%	u	-6%	-10	6%
Cc1ccc(-n2ncc3c2CC(C)(C)CC3NC(=O)CCCN2CCCCC2=O)cc1 (stereo unspecified)
  -3	u	-9%	x	-13	3%
NC(=O)c1cc2cc(Cc3ccccc3Cl)ccc2oc1=O
  7	-1%	2%	8%	-17	-11%
CCOC(=O)c1cccc(NC(=O)C2CCCN(S(=O)(=O)c3c(C)nn(C)c3C)C2)c1 (stereo unspecified)
  4	9.3µM*	x	0%	20	u
CCCOc1ccc(N2C(=O)CC(N(Cc3ccco3)C(C)=O)C2=O)cc1 (stereo unspecified)
  -3	-4%	-1%	-3%	-7	-8%
COc1ccc(N(Cc2cc3ccc(C)cc3[nH]c2=O)C(=O)c2ccco2)cc1
  -3	-29%	2%	1%	-28	8%
O=C(CN1CCN(Cc2ccc(Cl)cc2)CC1)N/N=C/c1ccccc1F
  1	-20%	-2%	-1%	-1	-28%
Cc1ccc2cc(CN(Cc3ccco3)C(=O)c3ccccc3)c(=O)[nH]c2c1C
  -3	-10%	-15%	2%	19	2%
O=C(O)CSc1nnc(-c2cccc(S(=O)(=O)N3CCCCC3)c2)o1
  -3	-17%	-4%	8%	-3	6%
COc1ccc(S(=O)(=O)N(Cc2ccc(OC)c(OC)c2)Cc2ccco2)cc1
  10	u	14%	-3%	-4	-28%
COc1cc(NC(=O)N[C@@H](CCSC)C(=O)O)cc(OC)c1
  8	-5%	32%[activator]	2%	16	22%
O=C(NCCCN1CCOCC1)c1cccnc1
  -3	41%[activator]	7%	-10%	-2	30%[activator]
CC1(C)CC(=O)C2=C(C1)N(Cc1ccccc1)C(=O)C2(O)C(F)(F)F (stereo unspecified)
  1	30%[activator]	40%[activator]	x	-1	9%
NC(=O)COC(=O)c1cc(-c2cccs2)nn1-c1ccccc1
  -3	23%	-9%	0%	-4	8%
CCOC(=O)N1CCN(c2nc(C)c3c(n2)CCCC3=O)CC1
  7	-46%	-22%	10%	25	4%
CCOC(=O)N1CCN(S(=O)(=O)c2ccc(OC)c(Cl)c2)CC1
  -1	-31%	4%	13%	-1	15%
COc1ccc(Nc2n[nH]c(C)c2[N+](=O)[O-])cc1
  32*	0%	64%[activator]	0%	100*	-22%
Cc1ccc(C(=O)NC(C)c2ccncc2)o1 (stereo unspecified)
  7	31%[activator]	-18%	x	-18	8%
NC(=O)C1CCCN(C(=O)NC2CCCCC2)C1 (stereo unspecified)
  -1	x	3%	4%	-7	-1%
Cc1ccccc1C(=O)NC(=S)Nc1ccc(S(=O)(=O)N2CCN(C)CC2)cc1
  -2	x	-7%	-23%	10	13%
Cn1ccnc1COc1ccc(/C=N/O)cc1
  -3	2%	10%	-5%	x	20%
COc1ccc(CCC(=O)NCc2ccccc2OC)cc1
  -2	8%	x	3%	-5	-5%
CCN(Cc1ccncc1)Cc1nc(CC2CC2)no1
  -1	44%[activator]	-5%	4%	4	15%
c1ccc(CSC2=NCCS2)cc1
  29	-16%	17%	11%	120*	9%
CCC(CC)NC(=O)C1CCN(c2ccc(S(=O)(=O)N3CCOCC3)cc2[N+](=O)[O-])CC1
  x	u	u	x	x	-7%
